Source: PubChem
TAG inh: inhibitors of triacylglycerol accumulation; 230,000 tested, 0.66% active; inhibition, % at 12.5 µM; H9c2 cells, Nile Red lipid (TAG) fluorescence; cells loaded with 200 µM oleic acid;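 active = pattern-corrected inhibition of lipid staining of at least 50% with the nuclear-stain viability signal not falling by more than 50%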;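 also: 0% = DMSO wells and 100% = triacsin C control wells; some results filed as inactive read as strong as hits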
TAG inh DAPI viability: second read-out of TAG inh, no call of its own (marks repeat the call); DAPI nuclei signal change (viability), lower = more cytotoxic, %;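 whole-well DAPI fluorescence read on a plate reader as a viability signal; minus 50 percent equals half of cells still viable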
* marks the source's active call; other numbers are inactive results. Not all compounds are listed; count on the stated rates, not on these rows.

Below each compound: TAG inh | TAG inh DAPI viability
1. NC(=S)N/N=C/c1coc2ccc(Cl)cc2c1=O
    6.2 | 5.7
2. O=C(Nc1ccccc1)N1CCN(c2nc(-c3ccccc3)ns2)CC1
    -13.9 | 5.0
3. CCCCn1c(NC(=O)c2ccccc2Cl)c(C#N)c2nc3ccccc3nc21
    -10.3 | -5.3
4. Cc1cccc(NS(=O)(=O)c2ccc(C(=O)NCC3(N4CCCCC4)CCCCC3)cc2)c1C
    3.9 | -20.9
5. O=C(NC(c1ccc2ccccc2n1)c1cccs1)C1CCN(Cc2cccc(C(F)(F)F)c2)CC1 (configuration not stated)
    -9.2 | 12.4
6. O=C(CN1CCOCC1)Nc1c2c(nc3c1CCC3)CCC2
    -16.2 | 3.0
7. CC1CC(=O)Nc2ccccc2N1S(=O)(=O)c1cccc(F)c1 (configuration not stated)
    -0.6 | -2.4
8. O=C(c1ccco1)N1CCN(c2ccc([N+](=O)[O-])cn2)CC1
    -34.2 | 9.2
9. O=C(NCc1ccccc1)c1ncn[nH]1
    6.8 | 8.6
10. Cc1ccc(Cn2ncc3c(N4CCN(C)CC4)ncnc32)cc1
    -2.8 | 8.3
11. CC(C)c1nnc(NC(=O)CSc2nc3ccccc3[nH]2)s1
    10.0 | -9.9
12. OC(c1ccc(Cl)cc1)c1nccc2ccccc12 (configuration not stated)
    6.3 | -2.0
13. Cc1cc(C)n(CCNC(=O)CC2C(=O)NCCN2CC2CCCCC2)n1 (configuration not stated)
    -9.8 | -6.8
14. CC(C)CC1NC(=O)c2cc3ccccc3cc2-n2c1nc1ccc(F)cc1c2=O (configuration not stated)
    10.9 | -10.2
15. C#CCOCCOCCOCCNc1nc(N2CCOCC2)nc(N2CCN(C(=O)[C@H](CCC(=O)O)n3cc(C(N)[C@H](C)CC)nn3)CC2)n1 (some centres not stated)
    -10.9 | 4.3
16. O=C(CC1CCCCC1)NCCS(=O)(=O)N1CCN(c2ccccc2)CC1
    3.8 | -8.0
17. CC(NS(=O)(=O)c1ccc(Cl)cc1)C(=O)OCC(=O)c1ccc[nH]1 (configuration not stated)
    -4.0 | -12.0
18. Cc1ccc(C(=O)COc2ncnc3cc(Cl)ccc23)cc1
    7.8 | -6.1
19. COc1ccc(OCCCC(=O)Nc2cc(Cl)ccc2-n2cncn2)cc1
    9.3 | 1.3
20. COc1ccc(CN(C)C(C)C(=O)NC2CCCc3ccccc32)cc1 (configuration not stated)
    -25.2 | 8.9
21. CCOc1ccccc1N1CC(C(=O)NC2CCCCCC2)CC1=O (configuration not stated)
    1.3 | 0.5
22. Cc1ccc(N(CCC(=O)O)S(=O)(=O)c2ccc(C)cc2)cc1
    -0.5 | 11.2
23. Cc1nc2ccccc2n1CC(=O)OCC(=O)NCc1ccccc1
    5.4 | 1.0
24. Cc1c(NC(=O)c2ccc(S(=O)(=O)N3CCOCC3)cc2)cccc1[N+](=O)[O-]
    -13.5 | 5.1
25. CC(=O)Oc1ccc(C2(C)CC(C)(C)Oc3cc(OC(C)=O)ccc32)c(OC(C)=O)c1 (configuration not stated)
    0.9 | -7.7
26. Cc1ccc(C2(C)NC(=O)N(CC(=O)N3CCN(C(=O)c4cccs4)CC3)C2=O)cc1 (configuration not stated)
    17.5 | -1.7
27. COc1cccc(NC(=O)CN(C)C(=O)c2ccc(N3CCCCC3)c([N+](=O)[O-])c2)c1
    -2.1 | -1.7
28. CC(=O)N(CC1CCCO1)C1(C(=O)NC2CCCC2)CCCCC1 (configuration not stated)
    -13.1 | 14.0
29. O=C(COC(=O)Cc1cccs1)NCC(=O)Nc1ccc(F)cc1
    11.4 | -4.9
30. O=C(CCc1nnc(COc2ccccc2)o1)NCc1ccccc1
    -3.5 | 2.5
31. Cc1ccc(NC(=O)N(C2CCCCC2)C(C)c2cccnc2)cc1C (configuration not stated)
    5.5 | 3.2
32. CCCc1ccc(OCC(=O)NNC(=S)NC(=O)c2ccco2)cc1
    -6.2 | 5.3
33. COc1ccc(NC(=O)C2C3C=CC(C3)C2C(=O)NCc2ccco2)c(OC)c1 (configuration not stated)
    -6.2 | 1.7
34. Cc1ccc(Oc2ncccc2NC(=O)CC2(CC(=O)O)CCCC2)c2c1CCC2
    -3.9 | 8.2
35. CC(=O)NCCC(=O)Nc1cc(S(=O)(=O)N2CCCCC2)ccc1N1CCN(C)CC1
    6.8 | -2.1
36. CSc1ccc(C(O)c2ncc(-c3ccc(F)cc3)[nH]2)cc1 (configuration not stated)
    -20.4 | -11.1
37. CC(=O)Nc1c(C(=O)N2CCOCC2)cnn1-c1ccc(C)c(C)c1
    -1.4 | 5.9
38. CN(C(=O)c1ccccc1Br)C1CCS(=O)(=O)C1 (configuration not stated)
    -4.4 | 7.7
39. C=CCNC(=S)NNC(=O)CCC(O)COCCC(C)C (configuration not stated)
    -29.7 | -6.8
40. COC(=O)c1ccccc1OCCOc1ccccc1C(=O)OC
    -16.2 | -1.8
41. CCn1c(O)c2ccc(C(=O)N=NC(=O)c3ccccc3)cc2c1O
    -10.0 | -2.4
42. CCc1ccccc1N(CC)C(=O)c1cn(CC)c(=O)c2cc(OC)c(OC)cc12
    -34.9 | 15.1
43. Cc1cccc(N(Cc2ccccc2)C(=O)c2ccc(CS(C)(=O)=O)cc2)c1
    3.9 | 8.7
44. COc1ccc(-c2nnn(CC(=O)N(CCCN3CCOCC3)C(C(=O)NC3CCCC3)c3ccco3)n2)cc1 (configuration not stated)
    12.7 | -0.5
45. Cc1ccc(S(=O)(=O)NCC(=O)N(CC(=O)NCc2ccccc2)CC2CCCO2)cc1 (configuration not stated)
    -12.6 | -1.3
46. O=C(CSc1nnc2ccc(-c3ccncc3)nn12)N1CCCCC1
    4.5 | -8.5
47. CCOC(=O)C1C(=O)NC(c2ccccc2)=NC1c1ccc(OC)cc1 (configuration not stated)
    1.5 | -5.1
48. O=CN/C=C/c1cccc(O)c1
    17.9 | -1.2
49. COC(=O)C1=C(C)NC(C)=C(C(=O)OCCN(C)Cc2ccccc2)C1c1cccc([N+](=O)[O-])c1 (configuration not stated)
    -10.4 | 10.1
50. C/C(CC(=O)Nc1ccc(N(C)C)cc1)=N\NC(=O)c1ccc([N+](=O)[O-])cc1
    16.6 | -1.3
51. Cc1ccc(C(=O)Nc2ccnc(-c3ccncc3)n2)cc1
    -2.3 | 2.3
52. C=C(C)c1nc2cc(OC)c(OC)cc2c(=O)o1
    15.5 | 2.3
53. COc1ccc(C=CC(=O)c2c(OC)cc(OC)c(OC)c2O)cc1
    0.5 | 7.6
54. C=CCn1c(SCC(=O)NC2CCS(=O)(=O)C2)nnc1-c1ccc(Cl)cc1 (configuration not stated)
    4.5 | 0.1
55. CC(C)(C)OC(=O)N1CCCN(C(=O)Nc2cccc(Cl)c2)CC1
    -6.8 | 3.7
56. CCc1nnc(NS(=O)(=O)c2ccc(N=CC3=C(O)CC(C)(C)CC3=O)cc2)s1
    4.7 | 4.2
57. N#Cc1nc(-c2ccccc2)oc1NCCCn1ccnc1
    5.8 | 10.9
58. Cc1ccc(OCC(=O)NNC(=S)NC(=O)C2CC2)c(C)c1
    30.9 | -18.3
59. CN(C)S(=O)(=O)c1ccc(N2CCCC2)c(C(=O)OCC(=O)NC2CCCCC2)c1
    12.5 | 0.0
60. COC(OC)c1ccc(C#N)c(=O)[nH]1
    -2.1 | -2.6

Brought forward from above: two compounds, followed by the next part.
Below each compound: TAG inh | TAG inh DAPI viability
59. CN(C)S(=O)(=O)c1ccc(N2CCCC2)c(C(=O)OCC(=O)NC2CCCCC2)c1
    12.5 | 0.0
60. COC(OC)c1ccc(C#N)c(=O)[nH]1
    -2.1 | -2.6
61. CN(C(=O)c1cccc(NC(=O)Cc2ccc(NC(=O)C3CCCN(S(=O)(=O)c4cccc([N+](=O)[O-])c4)C3)cc2)c1)C1CCC1 (configuration not stated)
    0.3 | -11.2
62. COc1ccc(-c2c[n+](CC(=O)c3ccccc3)c3n2CCCCC3)cc1
    -19.2 | 14.2
63. C[C@H](CO)N1C[C@H](C)[C@@H](CN(C)C(=O)Nc2ccc3c(c2)OCO3)Oc2c(NC(=O)Nc3ccc(C(F)(F)F)cc3)cccc2C1=O
    27.3 | -1.3
64. O=c1/c(=C/c2ccco2)sc2nc(-c3ccccc3Br)nn12
    -13.1 | 9.4
65. CCCC(=O)N1CCCC1(C)C(=O)Nc1cccc(OC(C)C)c1 (configuration not stated)
    -8.6 | -3.3
66. COc1ccc(Cl)cc1NC(=O)CN(C)C(=O)Cn1c(=O)oc2ccccc21
    32.2 | -0.4
67. Cn1c(=O)c2c(ncn2CC(O)CNc2ccc(Br)cc2)n(C)c1=O (configuration not stated)
    -1.7 | -1.8
68. Cc1ccc(NC(=O)C2(C)CCN2Cc2csc3ccccc23)cc1 (configuration not stated)
    1.3 | 1.9
69. Cc1cc(C)n2cc(CSC3=NCCS3)nc2n1
    11.7 | 16.5
70. CCC(=O)N1CCN(C(=O)CC)C1c1ccccc1
    -14.8 | -6.2
71. Cc1ccc(Nc2nc(N)nc(CN3CCN(c4ccccc4F)CC3)n2)cc1
    -4.6 | 3.4
72. O[C@@H]1C[C@H](c2ccc(Cl)cc2)N(Cc2cccs2)C[C@H]1n1cc(C2CC2)nn1
    13.0 | 3.2
73. Cc1c(NC(=O)COC(=O)Cc2ccc(Br)cc2)c(=O)n(-c2ccccc2)n1C
    -16.2 | 2.6
74. COc1cccc(-c2cc(C(F)(F)F)nc(-n3ccc([N+](=O)[O-])n3)n2)c1
    -2.7 | 5.9
75. O=C(NC(=S)Nc1ccc(-c2nc3ncccc3o2)cc1)c1ccccc1F
    10.0 | 10.0
76. Cc1cccc(NC(=O)CSc2nnc3ccc(-c4ccccn4)nn23)c1
    5.6 | -11.9
77. O=C(NC1(Cc2ccc(O)cc2)CCCCC1)c1ccccc1
    -6.6 | -3.5
78. CCOC(=O)NC(N(O)c1cccc(Cl)c1)C(Cl)(Cl)Cl (configuration not stated)
    10.2 | 3.2
79. COc1ccc(C(=O)Nc2c(Cl)cc(Cl)cc2C(=O)NCc2ccco2)cc1
    10.8 | 14.2
80. CC(C1CC2CCC1C2)n1c(-c2cccs2)n[nH]c1=S (configuration not stated)
    3.9 | -0.7
81. COc1cc(C(=O)Nc2ccc(C)cn2)ccc1OCC(=O)N1CCOCC1
    10.2 | -2.8
82. CN1CCN(C(=O)c2ccccc2NC(=O)c2cccs2)CC1
    -0.3 | -8.8
83. Cc1cccc(NC(=O)C2CCN(S(=O)(=O)c3ccc4c(c3)OCCO4)CC2)n1
    6.4 | 6.0
84. Cc1nn(C)cc1CN(C)S(=O)(=O)c1cccc([N+](=O)[O-])c1
    22.1 | -2.0
85. CC(=O)CSc1nc2c(c(=O)[nH]c(=O)n2C)n1Cc1ccccc1Cl
    -1.5 | -1.8
86. Cc1ccc(CC(=O)N/N=C/c2ccc3c(c2)OCO3)cc1
    13.0 | -14.9
87. O=C(O)C(Cc1ccc(O)cc1)N1C(=O)C2CCCCC2C1=O (configuration not stated)
    1.9 | -4.5
88. Cn1c2ccccc2c(=O)c2ccc(C#CC3(O)CCCCC3)cc21
    16.7 | 18.3
89. O=C(CCCc1cccs1)Nc1nc2c(s1)CCCC2
    -10.3 | -8.5
90. CCOc1ccc(CCNC(=O)C2CCCN(S(=O)(=O)c3c(C)n[nH]c3C)C2)cc1OCC (configuration not stated)
    36.3 | 9.0

Complete entries, quoted from the list. Screens in order: TAG inh | TAG inh DAPI viability
Cc1cc(C)n2cc(CSC3=NCCS3)nc2n1 is listed with 11.7 | 16.5
Cn1c(=O)c2c(ncn2CC(O)CNc2ccc(Br)cc2)n(C)c1=O (configuration not stated) is listed with -1.7 | -1.8

The main list resumes, repeating the 4 entries before the break.
Below each compound: TAG inh | TAG inh DAPI viability
87. O=C(O)C(Cc1ccc(O)cc1)N1C(=O)C2CCCCC2C1=O (configuration not stated)
    1.9 | -4.5
88. Cn1c2ccccc2c(=O)c2ccc(C#CC3(O)CCCCC3)cc21
    16.7 | 18.3
89. O=C(CCCc1cccs1)Nc1nc2c(s1)CCCC2
    -10.3 | -8.5
90. CCOc1ccc(CCNC(=O)C2CCCN(S(=O)(=O)c3c(C)n[nH]c3C)C2)cc1OCC (configuration not stated)
    36.3 | 9.0
91. COc1cc(-c2cnc3c(NC(C)=O)cc(-c4ccccc4CN(C)C)cn23)cc(OC)c1OC
    44.4 | 3.0
92. COCCNC(=O)c1ccc2snnc2c1
    -14.1 | 3.2
93. Cc1oc2ccccc2c1CNC(=O)N(C)C
    7.9 | 0.5
94. COc1ccc(NC(C)=O)cc1S(=O)(=O)N(C)Cc1c(C)nn(-c2ccccc2)c1C
    -18.2 | 7.4
95. O=C(O)C/C(=C\c1cccc(NC(=O)c2ccccc2Cl)c1)c1nc2ccccc2s1
    -9.6 | 2.1
96. O=C(c1c(F)c(F)c(F)c(F)c1F)N1CCN(Cc2ccc3c(c2)OCO3)CC1
    12.8 | -6.1
97. Cc1ccc(-c2ccc(SCC(=O)NC3CCCCC3)nn2)cc1
    19.8 | 0.4
98. CCOC(=O)C1(C(F)(F)F)N=C(c2ccccc2F)OC(N(C)C)=N1 (configuration not stated)
    -6.9 | 3.3
99. CCOc1ccc(NC(=O)N2CCN(S(C)(=O)=O)CC2)cc1
    -4.0 | -5.4
100. Cc1ccc(CNc2ncnc3ccc(-c4ccc(CO)o4)cc23)o1
    9.2 | -5.4
101. CCOC(=O)c1c(O)cc(OC)cc1CCc1ccccc1
    -0.1 | 3.4
102. CN(C)c1ncnc2c1ncn2-c1ccccc1
    0.6 | -3.1
103. COc1ccc(C2C(C(=O)Nc3ccccc3)=C(C)Nc3nc(CCCO)nn32)cc1 (configuration not stated)
    -4.5 | -5.3
104. COc1ccc2c(c1)C(NS(=O)(=O)OCC(Cl)(Cl)Cl)CCC2 (configuration not stated)
    19.7 | -3.6
105. COc1ccc(CNC(=O)C[C@H]2C[C@H](C(=O)N3CCOCC3)[C@@]3(C)c4[nH]c5cc(CCC(=O)N(C)C)ccc5c4CCN3C2=O)cc1OC
    -4.3 | 0.6
106. NC(CC(=O)OC1CCCCC1)C(=O)OC1CCCCC1 (configuration not stated)
    -12.6 | 11.4
107. O=S(=O)(Nc1ccc(S(=O)(=O)N2CCCCC2)cc1)c1ccc(Br)s1
    -12.1 | -1.2
108. CCSc1nc2ccccc2n1CC(=O)OC
    2.2 | -1.7
109. Cc1cccc(C2NC(=O)c3ccccc3O2)c1 (configuration not stated)
    -4.4 | 5.0
